IMPase cell inh – cell-permeable inhibitors of inositol monophosphatase (IMPase); CHO-M1 cells, IP1 accumulation, HTRF TR-FRET ratio; inhibition (IP1 accumulation), % at 46.1 µM; 120,000 tested, under 10 active; P97697; AID 901; active = well fitted curve in the direction sought with a large enough effect in the signal ratio, not every such curve was filed as active; inconclusive = small, poorly fitted or top-dose-only effect, or a change in a side signal; inactive = no such curve, though single readings can be large or run the other way; the % refers to the signal ratio;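 also: cells stimulated with carbachol in lithium chloride buffer; plate controls were DMSO basal wells for no effect and reference inhibitor wells for full effect; higher means more IMPase inhibition seen as more IP1 and lower FRET ratio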
Target sequence (P97697 whole entry, looked up): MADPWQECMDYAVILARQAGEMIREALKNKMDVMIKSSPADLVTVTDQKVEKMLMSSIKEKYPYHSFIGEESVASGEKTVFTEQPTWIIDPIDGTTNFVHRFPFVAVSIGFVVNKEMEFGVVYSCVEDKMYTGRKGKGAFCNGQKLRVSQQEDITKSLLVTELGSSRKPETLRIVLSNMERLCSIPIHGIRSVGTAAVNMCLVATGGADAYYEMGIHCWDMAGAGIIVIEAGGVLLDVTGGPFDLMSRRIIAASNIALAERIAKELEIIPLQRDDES
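Cellular IMPase inhibition is scored as a rise in cytosolic IP1, detected by competitive TR-FRET between d2-labelled IP1 and a europium anti-IP1 antibody. M1-expressing CHO cells were stimulated with carbachol for 30 min at 37C, with lithium (50 mM LiCl) present in the buffer.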
ALOX12 inhib – blocks human 12-lipoxygenase activity; P18054; purified 12-hLO, xylenol orange hydroperoxide absorbance; Potency, µM (top dose mostly 57.1 µM), for the others: at the top dose activity change, negative = inhibition, most hits filed as inhibitors; AID 1452; 150,000 compounds, 0.12% hits; also: potency is read from the fitted curve at half-maximal effect; nearly all actives have a fitted effect of over 55% in size; many of its hits are not listed in these tables
Target sequence (P18054 whole entry, looked up): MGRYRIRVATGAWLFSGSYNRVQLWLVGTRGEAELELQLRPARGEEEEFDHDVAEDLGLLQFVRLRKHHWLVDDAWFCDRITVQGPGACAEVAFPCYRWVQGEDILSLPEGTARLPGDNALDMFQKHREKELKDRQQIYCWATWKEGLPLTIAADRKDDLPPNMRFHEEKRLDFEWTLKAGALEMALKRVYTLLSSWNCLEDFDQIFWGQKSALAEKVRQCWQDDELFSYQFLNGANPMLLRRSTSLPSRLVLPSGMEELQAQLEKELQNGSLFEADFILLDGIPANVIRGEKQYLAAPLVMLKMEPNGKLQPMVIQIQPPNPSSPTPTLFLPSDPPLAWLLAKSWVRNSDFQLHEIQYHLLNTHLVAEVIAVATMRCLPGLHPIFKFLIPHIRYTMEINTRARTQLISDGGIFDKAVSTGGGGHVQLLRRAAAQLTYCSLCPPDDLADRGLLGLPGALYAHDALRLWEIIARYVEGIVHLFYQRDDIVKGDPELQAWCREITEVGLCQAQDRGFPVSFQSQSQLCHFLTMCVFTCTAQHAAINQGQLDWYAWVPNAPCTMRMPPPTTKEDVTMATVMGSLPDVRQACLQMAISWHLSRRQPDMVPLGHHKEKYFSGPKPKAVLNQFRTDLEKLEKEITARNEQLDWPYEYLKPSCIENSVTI
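Hydroperoxide formation by human 12-lipoxygenase from 40 uM arachidonic acid was followed colorimetrically via ferric-xylenol orange complex, using the 573/405 nm absorbance ratio. Enzyme concentration was 150 nM, with 30 min reaction at room temperature.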
15-hLO-2 inh – 15-hLO-2 (ALOX15B) enzyme inhibition; 110,000 compounds, 0.56% hits; purified 15hLO-2, xylenol orange hydroperoxide absorbance; Potency, µM (highest dose often 57.1 µM), without a hit: top-dose activity change, negative = inhibition, hits mostly inhibitors; O15296; also: potency is read from the fitted curve at half-maximal effect; nearly all actives have a fitted effect of over 60% in size; many of its hits are not listed in these tables
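Read-out: hydroperoxide product oxidises ferrous iron, measured as xylenol orange complex via the 573-to-405 nm absorbance ratio after 30 min. Reaction: 50 nM enzyme, 15 min compound preincubation, 45 uM arachidonic acid, 90 min RT, Hepes pH 7.5 with Triton X-100.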
PNC assembly inh – blocks assembly of the perinucleolar compartment | PC3M PTB-GFP, PNC prevalence imaging, 16 h; active compounds read low | activity change (PNC), negative = inhibition, % at 10 µM | 140,000 compounds, 3.1% hits;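 active = readout at or below -70, meaning at least 70% loss of cells showing the perinucleolar compartment, a nuclear body marking cancer cells; inconclusive = readout between -30 and a set limit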;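 also: plate controls were DMSO wells for no effect and camptothecin positive control wells for full effect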
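Compounds are pinned in duplicate onto adhered PC3M cells stably expressing GFP-tagged PTB and incubated 16 h at 37 C. Cells are then fixed, nuclei stained with Hoechst, and PNC-positive cells counted.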
The depositor's hits bear a star; ? = inconclusive; / = not tested or not shown; [ ] = another dose, or the depositor's remark. Unless noted, calls follow the shape of the dose curve; as a rule, active = well fitted curve in the direction sought with a large enough effect; inconclusive = small, poorly fitted or top-dose-only effect, or another doubt; inactive = no such curve, though single readings can be large; an effect the other way counts as inactive or inconclusive. Unless noted, % is scaled to controls: 0 for no effect and ±100 for the full control effect. Only part of the results is shown, so the mix of outcomes need not match the whole.

SMILES	IMPase cell inh	ALOX12 inhib	15-hLO-2 inh	PNC assembly inh
Cc1cc(=O)n2nc(N3CCCC(C(=O)NCc4ccc5c(c4)OCO5)C3)sc2n1 (stereo not given)	9	-7%	-2%	50
COC(=O)c1ccc(Cl)c(NS(=O)(=O)c2ccc3c(c2)OCCO3)c1	-1	-6%	1%	?
CN(C)c1ccc(C(=O)c2ccc(N(C)C)c(N)c2)cc1N	2	0%	-1%	50
COc1ccc(CC(N)C(=O)N[C@H]2[C@@H](O)[C@H](n3cnc4c(N(C)C)ncnc43)O[C@@H]2CO)cc1 (stereo not given in full)	/	2%[0.00818 µM]	15%[0.0915 µM]	/
c1ccc(SCCOCCn2cncn2)cc1	4	-5%	-2%	?
NS(=O)(=O)c1ccc(NC(=S)N2CCN(c3ccccc3Cl)CC2)cc1	/	-2%	/	?
CCOC(=O)N1CCN(c2c(N3CCN(c4ccccn4)CC3)c(=O)c2=O)CC1	9	0%	-2%	?
CC1CCCN(S(=O)(=O)c2ccc(Br)s2)C1 (stereo not given)	/	1%	/	3
O=C(COC(=O)/C=C/c1ccc(F)cc1)Nc1cc(C(F)(F)F)ccc1N1CCOCC1	7	-1%	/	50
Brc1cc2c(cc1COc1ccc(-c3nn[nH]n3)cc1)OCO2	-4	-10%	/	43
COCCCNC(=S)N(Cc1ccccc1)Cc1nc2ccccc2c(=O)[nH]1	/	-2%	/	42
CCCCc1cc(=O)oc2cc(OCc3cc(OC)c(OC)c(OC)c3)c(Cl)cc12	?	15%	8%	38
COc1ccc(F)cc1S(=O)(=O)Nc1ccc2c(c1)OCCO2	-3	-2%	/	11
COC(=O)c1[nH]c2ccc(Cl)cc2c1NC(=O)CCN1CCN(C2CCCCC2)CC1	11	0%	36%[activator]	?
Cc1cc(C)nc(SCc2cc(=O)c(OC(=O)c3cccc([N+](=O)[O-])c3)co2)n1	-9	-10%	/	-5
CN(C)S(=O)(=O)c1ccc(C(=O)Nc2ccc(CCC(=O)N3CCCC3)cc2)cc1	5	3%	-2%	?
CCn1c(=O)cc(SCC(=O)N2CCN(Cc3ccc4c(c3)OCO4)CC2)c2ccccc21	-7	-9%	9%	-2
CCCCOc1ccc(C(=O)O)cc1	-12	9%	-4%	38
COc1ccccc1N(CC(=O)NC1CCCCC1)C(=O)c1csnn1	1	6%	/	285
Cc1ccc(-n2c(=O)[nH]cc(C(=O)N3CCc4ccccc43)c2=O)cc1C	-6	-2%	-2%	?
O=C(NCc1ccco1)C(=O)NCC1OCCN1S(=O)(=O)c1ccccc1 (stereo not given)	/	-1%	/	58
C/C(N)=C(/C#N)C(=O)COC(=O)CC12CC3CC(CC(C3)C1)C2	5	-3%	-4%	-23
COc1ccccc1N=c1oc2cc(O)ccc2cc1C(=O)NCC1CCCO1 (stereo not given)	4	-1%	-22%	53
C[C@@H](COc1ccc(/C=C\c2ccccc2)cc1)[N+](C)(C)C	22	-6%	-7%	/
CN(C)c1ccc(C(CNC(=O)c2ccccc2F)c2c[nH]c3ccccc23)cc1 (stereo not given)	8	-2%	/	10
COc1ccc(C2C(C#N)=C(N)Oc3c2c(-c2ccccc2)nn3-c2ccccc2)c(OC)c1OC (stereo not given)	/	5%	/	-30
Cc1ccc(Cl)c(NC(=S)N(CCCN2CCOCC2)Cc2ccco2)c1	-1	0%	27%	17
COc1ccc(OCC(O)CNC(=O)Nc2ccc(Cl)cc2)cc1 (stereo not given)	-2	3%	/	-30
COc1ccccc1N1CCN(S(=O)(=O)c2c(C)ccc3nsnc23)CC1	-5	-1%	7%	2
O=C(c1cc([N+](=O)[O-])ccc1N1CCN(S(=O)(=O)c2ccc(Cl)c(Cl)c2)CC1)N1CCOCC1	1	-2%	/	12
CC1CCN(Cc2c(C#N)c3ccccc3n2C)CC1	0	-5%	-2%	50
O=C(/C=C\C=C/c1ccc2c(c1)OCO2)N1CCCCC1	0[20.6 µM]	-3%[25.6 µM]	-1%[25.6 µM]	/
Cc1cccc(OC(C)c2ccnc3nc(/N=C/N(C)C)nn23)c1 (stereo not given)	?	3%	-5%	?
Nc1nc2n(n1)C(c1cccc(Br)c1)CC(c1ccccc1)N2 (stereo not given)	-1	5%	4%	?
O=C(O)c1n[nH]c2c1CCCCC2	-7	-25%	-13%	-89*
O=C(OCC1CC(c2ccccc2)=NO1)c1ccc(Cl)cc1 (stereo not given)	1	4%	-14%	63
O=[N+]([O-])c1ccc(N2CCN(S(=O)(=O)c3ccccc3)CC2)cc1N1CCc2ccccc2C1	-4	1%	/	?
CCOc1ccc(N/C(C)=C/C(=O)c2ccc(C)o2)cc1	-3	5%	13%	-7
CCC(=O)Nc1cccc(NC(=S)NC(=O)c2ccccc2)c1	/	-8%	/	48
COc1ccc(-c2csc(NC(=O)c3ccc(OCC(=O)N4CCOCC4)c(OC)c3)n2)cc1	/	0%	/	?
CC(NC(=O)/C(=C/c1ccc(OC(F)F)cc1)c1ccccc1)c1ccccc1 (stereo not given)	-2	-5%	/	-25
N#Cc1cc2c([nH]c1=S)CCCC2	/	-29%	/	18
Cc1cc(C)c(C#N)c(Nc2ccccc2Cl)n1	-6	2%	0%	6
CC(C)N1C(=O)S/C(=C/c2ccc3c(c2)n(C)c(=O)n3C)C1=O	4	3%	-3%	85
Cc1c(NC(=O)CSc2nnnn2C)c(=O)n(-c2ccccc2)n1C	5	6%	-3%	12
CC1CCc2sc(C(=O)NN=C3CCC(c4ccccc4)CC3)cc2C1 (stereo not given)	/	-6%	/	44
COc1ccc(N2CCN(Cc3cc(=O)oc4cc5c(cc34)CCCC5)CC2)cc1	-1	-11%	-20%	53
C=CCNc1nc(NCc2ccco2)nc(OCC)n1	-10	2%	2%	27
COc1cccc(CNC(=O)c2cc3oc4ccccc4c3n2C)c1OC	-1	-7%	11%	-106*
CC(C)Oc1ccc(Oc2ccc(C(F)(F)F)cn2)cc1	0	10%	5%	29
CCOC(=O)c1c(NC(=O)c2cccs2)sc2c1CC(C)(C)OC2	7	-1%	-1%	?
O=C(OCn1nnc2ccccc2c1=O)c1cn(-c2ccccc2)nc1-c1cccnc1	6	-12%	7%	23
Cc1cccc2nc(Cn3c(=O)n(CCCC(=O)NCc4ccco4)c(=O)c4ccccc43)cc(=O)n12	/	-10%	/	?
CCOc1ccc(NC(=O)C2(c3ccc(OC)c(OC)c3)CCCC2)cc1	-3	-5%	/	?
CCn1c(SCC(=O)c2ccc3ccccc3c2)nnc1-c1ccco1	8	6%	-20%	11
Cc1ccc2c(c1)N(CC(=O)NCc1cccs1)C(=O)C(C)O2 (stereo not given)	18	-1%	0%	63
CC1CC(=O)C2=C(C1)Nc1ccccc1SC2c1ccc(F)cc1 (stereo not given)	/	-5%	/	-85*
O=C(c1ccc2c(Cl)c3c(nc2c1)CCCC3)N1CCC(N2CCCCC2)CC1	/	-1%	/	11
O=C(Oc1ccccc1)N1CCC[C@@]2(CCN(c3ccccc3)C2)C1	/	-16%	-17%	/
CCOC(=O)C1CCCN(C(=O)Cc2ccc(OC)c(OC)c2)C1 (stereo not given)	-12	2%	2%	?

(list continues)
SMILES	IMPase cell inh	ALOX12 inhib	15-hLO-2 inh	PNC assembly inh
COc1ccc(NS(=O)(=O)c2ccc(C)c(NC(=O)c3ccc(C)c(S(=O)(=O)N4CCOCC4)c3)c2)cc1	/	0%	/	?
CCOC(=O)c1c(-c2ccc(C)o2)csc1NC(=S)NC(=O)c1cccs1	/	8%	/	48
NC(=O)CSc1nnc(-c2ccc(S(=O)(=O)N3CCCC3)cc2)o1	6	-1%	/	?
Cc1nn(-c2ccccc2)c(N2CCCC2)c1/C=C1\N=C(c2ccc(OC(C)C)cc2)OC1=O	-1	0%	/	?
Cc1ccc(S(=O)(=O)CCc2nnc(N)s2)cc1C	5	1%	/	-2
COC(=O)[C@H](Cc1ccccc1)NC(=O)O[C@@H]1C(=O)c2cc(Br)ccc2O[C@H]1c1cccc(OC)c1	/	-3%	/	58
Cc1ccc(NC(C(N)=O)c2c(C)[nH]c(=O)[nH]c2=O)cc1 (stereo not given)	-2	2%	-3%	7
Cc1ccc(C)c(NC(=O)c2cc3ccccn3n2)c1	-3	-1%	1%	0
CCOC(=O)CN(C(=O)CCC(=O)Nc1cc(C)on1)C(C(=O)NC1CCCC1)c1cccnc1 (stereo not given)	-1	5%	1%	-23
N#CC1=C(N)OC2=C(CC/C2=C\c2ccccc2)C1c1ccccc1 (stereo not given)	-1	-20%	18%	-11
CCn1cc(C=O)c2cc(S(=O)(=O)N3CCOCC3)ccc21	/	-1%	/	38
COc1ccc(C2(CNC(C)=O)CCOCC2)cc1OC	6	-4%	6%	30

Single records, from the list above. Order of screens: IMPase cell inh | ALOX12 inhib | 15-hLO-2 inh | PNC assembly inh
CCn1cc(C=O)c2cc(S(=O)(=O)N3CCOCC3)ccc21 is entered as / | -1% | / | 38
COC(=O)[C@H](Cc1ccccc1)NC(=O)O[C@@H]1C(=O)c2cc(Br)ccc2O[C@H]1c1cccc(OC)c1 is entered as / | -3% | / | 58
COc1ccc(C2(CNC(C)=O)CCOCC2)cc1OC is entered as 6 | -4% | 6% | 30
COc1ccc(NS(=O)(=O)c2ccc(C)c(NC(=O)c3ccc(C)c(S(=O)(=O)N4CCOCC4)c3)c2)cc1 is entered as / | 0% | / | ?
NC(=O)CSc1nnc(-c2ccc(S(=O)(=O)N3CCCC3)cc2)o1 is entered as 6 | -1% | / | ?

Later entries:
SMILES	IMPase cell inh	ALOX12 inhib	15-hLO-2 inh	PNC assembly inh
Cc1cc(NC(=O)c2cccc(C(=O)Nc3cc(C)on3)n2)no1	13	-5%	-3%	-9
Cc1ccc2cc(C)c3nnc(SCC(=O)c4cccs4)n3c2c1C	-3	2%	/	25
CC1CCN(C(=O)CC2C(=O)Nc3c2c(=O)n(C)c(=O)n3Cc2ccccc2)CC1 (stereo not given)	-1	-8%	-11%	17
C[C@@H]1Cc2ccccc2N1NC(=O)c1ccc(Cl)c(S(N)=O)c1 (stereo not given in full)	4[20.6 µM]	-2%[25.6 µM]	-6%[25.6 µM]	/
CCCCCCOC(=O)C(C#N)c1nc2ccccc2nc1N1CCOCC1 (stereo not given)	2	-2%	-9%	?
COc1ccc(O)c(C(=O)c2cnc3onc(C(C)C)c3c2)c1	5	-3%	-3%	-20
CCCOc1ccc(C(C(=O)OCCN(CC)CC)c2ccccc2)cc1 (stereo not given)	10	0%	6%	-15
COc1ccc(C(=O)n2nc(-c3ccco3)nc2SC)cc1OC	-5	-6%	-17%	-27
c1ccc(COCc2ccccc2)cc1	/	1%	-4%	/
COc1ccc(-c2nc3c4c(ncn3n2)-c2ccccc2CC42CCCC2)cc1	/	2%	/	-4

Gathered by group, those above containing a nitro group on carbon (3)
SMILES	IMPase cell inh	ALOX12 inhib	15-hLO-2 inh	PNC assembly inh
Cc1cc(C)nc(SCc2cc(=O)c(OC(=O)c3cccc([N+](=O)[O-])c3)co2)n1	-9	-10%	/	-5
O=C(c1cc([N+](=O)[O-])ccc1N1CCN(S(=O)(=O)c2ccc(Cl)c(Cl)c2)CC1)N1CCOCC1	1	-2%	/	12
O=[N+]([O-])c1ccc(N2CCN(S(=O)(=O)c3ccccc3)CC2)cc1N1CCc2ccccc2C1	-4	1%	/	?

High-throughput results: PubChem, National Center for Advancing Translational Sciences (NCATS)
